Screens as filed in PubChem.
Wee1 stabilizer: Wee1 degradation inhibitors, primary screen, cell-based, HeLa, Wee1K328M-luciferase, luminescence; Wee1-like protein kinase (Homo sapiens), P30291; HeLa Luc-Wee1K328M stability; 100% = proteasome inhibitor MG132 effect; reporter increase, % at 5 µM; 220,000 compounds, 1.2% hits; AID 1321, 2008;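 active = activation above the mean of all tested compounds plus 3 SD, set per screening run, cut at about 8.8% in these data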;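 note: cells exposed to compound for 20 h before luminescence read; 0% = DMSO alone and 100% = MG132 at 30 µM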
Rad51 HR inh: human RAD51 strand exchange inhibitors, primary screen, biochemical, fluorescence. 200,000 compounds, 0.085% hits. DNA repair protein RAD51 homolog 1 (Homo sapiens), Q06609. hRad51 DNA strand exchange, fluorescence dequenching. inhibition, % at 10 µM;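 active = inhibition above 40% at the single screening dose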;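 note: 0% = DMSO control wells and 100% = blanks with heterologous ssDNA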
Target sequence (Q06609 whole entry, looked up): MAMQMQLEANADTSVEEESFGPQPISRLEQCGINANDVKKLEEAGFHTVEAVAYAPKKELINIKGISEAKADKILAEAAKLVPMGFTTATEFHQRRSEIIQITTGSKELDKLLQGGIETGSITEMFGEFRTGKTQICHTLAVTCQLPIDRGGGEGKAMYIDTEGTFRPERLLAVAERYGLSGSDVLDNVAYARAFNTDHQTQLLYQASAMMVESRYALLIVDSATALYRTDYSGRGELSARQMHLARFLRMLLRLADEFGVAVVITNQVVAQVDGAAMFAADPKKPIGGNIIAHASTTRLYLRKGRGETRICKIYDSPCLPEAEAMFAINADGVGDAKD
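material = hRad51 filaments on single-stranded DNA | reagent = Donor/quencher-labelled 47-bp dsDNA substrate | compound = 10 µM final, single point | schedule = strand-exchange reaction 15 min at room temperature | measured by = fluorescein emission 520 nm, excitation 485 nm | read-out basis = % inhibition versus plate control and blank means | benchmarks = plate controls and plate blanks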
FXIa inh 1536: human FXIa protease inhibitors, primary screen, biochemical, 1536-well; purified FXIa, Boc-Glu-Ala-Arg-AMC fluorogenic substrate; inhibition, % at 5 µM; 220,000 compounds, 0.14% hits; Coagulation factor XI (Homo sapiens), P03951;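 active = inhibition of at least 40%; inactive = inhibition below 40%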;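 note: fluorescence of freed AMC excited at 355 nm; 0% = enzyme without compound and 100% = no enzyme blank; many of its hits are not listed in these tables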
Target sequence (P03951 19-387 limits assumed): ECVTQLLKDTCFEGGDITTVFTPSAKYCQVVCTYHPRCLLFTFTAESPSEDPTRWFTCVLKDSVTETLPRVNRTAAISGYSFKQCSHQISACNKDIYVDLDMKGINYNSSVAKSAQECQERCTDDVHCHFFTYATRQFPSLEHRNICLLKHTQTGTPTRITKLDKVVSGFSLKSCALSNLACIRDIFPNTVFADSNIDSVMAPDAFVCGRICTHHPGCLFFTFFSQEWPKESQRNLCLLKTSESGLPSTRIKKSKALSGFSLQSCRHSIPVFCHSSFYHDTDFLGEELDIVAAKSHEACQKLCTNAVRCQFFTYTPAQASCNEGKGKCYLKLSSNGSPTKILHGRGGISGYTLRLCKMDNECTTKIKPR
Target sequence (P03951 388-625 limits assumed): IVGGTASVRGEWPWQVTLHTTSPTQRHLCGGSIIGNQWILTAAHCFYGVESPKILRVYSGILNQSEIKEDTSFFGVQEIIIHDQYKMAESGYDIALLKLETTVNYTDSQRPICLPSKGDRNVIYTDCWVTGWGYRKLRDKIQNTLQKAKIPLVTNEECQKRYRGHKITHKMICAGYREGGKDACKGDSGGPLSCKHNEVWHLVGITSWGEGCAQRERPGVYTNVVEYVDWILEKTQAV
Mdm2 ligase inh: MDM2-luciferase reporter signal enhancers, primary screen, MDM2 E3 ligase inhibitor project, cell-based, luminescence, 1536-well | E3 ubiquitin-protein ligase Mdm2 (Homo sapiens), Q00987 | cell-based MDM2 ubiquitination luciferase reporter, 2 h; 0 = plate control, 100 = twice control, blank-subtracted | signal enhancement, % at 5 µM | 210,000 compounds, 0.11% hits;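 active = signal enhancement of 30% or more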;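 note: luminescence tracks abundance of the self-degrading MDM2-luciferase fusion protein; higher signal means inhibition of MDM2 E3 ligase activity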
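system = mammalian cells stably expressing self-ubiquitinating, self-degrading MDM2 E3–luciferase fusion | quantity = 2000 cells per well seeded | incubation = 4 h cell settling then 2 h compound exposure, 37 °C | signal = SteadyLite luminescence, 15 min reagent step | benchmarks = plate control and blank wells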
14-3-3 Bad PPI: inhibitors of 14-3-3 zeta/Bad binding, primary screen, biochemical, TR-FRET, bovine 14-3-3 zeta; 14-3-3 protein zeta/delta (Bos taurus), P63103; TR-FRET 14-3-3zeta/Dy647-pBad peptide displacement, 1 h; inhibition, % at 21.7 µM; 220,000 compounds, 0.71% hits; AID 781, 2007;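 active = inhibition above about 70%, limit read from the data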;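 note: 0% = full 14-3-3 plus peptide FRET controls and 100% = background without 14-3-3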
p97 ATPase inh: inhibitors of human p97 ATPase, primary screen, biochemical; Transitional endoplasmic reticulum ATPase (Homo sapiens), P55072; recombinant p97 ATPase, Kinase-Glo ATP luminescence, 3 h; inhibition, % at 8 µM; 220,000 compounds, 0.42% hits; in the data active = inhibition above about 15%;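 note: 0% = DMSO vehicle and 100% = wells lacking enzyme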
FXIIa inh 1536: human FXIIa protease inhibitors, primary screen, biochemical, 1536-well | purified FXIIa, Boc-QGR-AMC fluorogenic substrate, 2 h | inhibition, % at 5 µM | 220,000 compounds, 0.3% hits | AID 800, 2007; in the data active = inhibition above about 40%;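 note: 0% = enzyme with no compound and 100% = blank without enzyme; many of its hits are not listed in these tables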
eIF4E 4G PPI: eIF4E–eIF4G protein interaction inhibitors, primary screen, biochemical, uHTS, TR-FRET, eIF4GI fragment | Eukaryotic translation initiation factor 4E (Mus musculus) + Eukaryotic translation … | TR-FRET eIF4E-eIF4GI(517-606) binding, 2 h | inhibition, % at 21.7 µM | 220,000 compounds, 0.37% hits | AID 782, 2007;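 active = inhibition above about 30%, limit read from the data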;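 note: 0% = full FRET control wells and 100% = background wells lacking eIF4GI fragment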
hK5 inh: human KLK5 protease inhibitors, primary screen, biochemical, 1536-well; 210,000 compounds, 0.59% hits; inhibition, % at 5 µM; recombinant hK5, fluorogenic AMC substrate cleavage; Kallikrein-5 (Homo sapiens), Q9Y337; AID 873, 2007;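 active = inhibition of 40% or more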;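 note: 0% = enzyme controls without compound and 100% = no-enzyme blanks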
Active calls of the source: *; · = not tested or not shown; & = joins results of further samples; [ ] = another dose, or the depositor's remark.

compound	Wee1 stabilizer	Rad51 HR inh	FXIa inh 1536	Mdm2 ligase inh	14-3-3 Bad PPI	p97 ATPase inh	FXIIa inh 1536	eIF4E 4G PPI	hK5 inh
CCCC(=O)c1c[nH]c(C(=O)NCc2cccnc2)c1	1	-3	-3	-11	2	3	14	-2	-9
COc1cc(OC)c(CN2CCCCCCC2)cc1Br	-3	-4	5	-12	57[fluorescence artefact?]	2	10	-13[fluorescence artefact?]	-24
CCC1CCc2c(sc(NC(=O)C3CC=CCC3C(=O)O)c2C#N)C1 (stereo not drawn)	3	-1	3	-9	-16	-6	10	-12[fluorescence artefact?]	-14
COc1ccccc1-n1cc(C(=O)NCC(=O)NCc2ccc(F)cc2)c2ccccc2c1=O	0	4	-1	-27	-8	5	8	-2	1
CN(C)C(=O)c1nc2ccc(Cl)cn2c1CNCc1cccc(OC(F)(F)F)c1	0	-12	22	-14	3	-7	35	-5	16
O=C(c1ccco1)N1CCCN(Cc2nc(Cc3ccccc3)no2)CC1	3	6	-6	6	-8	1	2	0	-7
N/C(=N\OC(=O)CC1CCCCC1)c1cccc([N+](=O)[O-])c1	-1	1	3	7	-12[fluorescence artefact?]	0	16	5[fluorescence artefact?]	-15
CCCC(c1nnnn1Cc1ccco1)N1CCN(c2cc(Cl)ccc2C)CC1 (stereo not drawn)	-2	-2	-5	-24	45	-4	3	-3	13
O=C1CCCC(O)=C1N=Nc1ccc2c(c1)OCO2	2	·	3	·	-5[fluorescence artefact?]	0	7	2	-27
C[C@]12CC[C@@H]3c4ccc(OS(=O)(=O)O)cc4CC[C@H]3[C@@H]1CCC2=O	-4	-2&-4	2	·	-6	0	11	-1	-12
COc1ccc2nc(NC(=O)Cc3cccs3)sc2c1	1	0	-4	-16	-8[fluorescence artefact?]	0	4	6[fluorescence artefact?]	-23
COc1ccc(Cl)cc1N1C(=O)C2CCCN2C1c1cccc(F)c1 (stereo not drawn)	-2	-3	-1	4	-2	5	17	3[fluorescence artefact?]	-2
O=C(NNc1cccc(Cl)n1)Nc1ccccc1Cl	-1	1	-4	-10	-14[fluorescence artefact?]	-2	3	1[fluorescence artefact?]	-26
c1ccc(Cn2nnc3c(NCc4ccc5c(c4)OCO5)nc(C4CC4)nc32)cc1	-4	-2	1	-9	64	-2	19	-34	-13
COc1cc(NC(=S)NC(=O)c2ccccc2C)ccc1NC(=O)c1cccs1	0	-3	4	-2	-6	0	11	-15	-7
Cn1cc(S(=O)(=O)N2CCN(c3ccccc3)CC2)c(=O)n(C)c1=O	-2	-2	8	-1	3	7	11	-1[fluorescence artefact?]	-9
CCOC(=O)c1ccc(NC(=S)N(Cc2cccnc2)Cc2ccco2)cc1	0	10	-2	-6	-13	-2	12	-2	-1
CCC1CCCCN1C(=O)c1cccc(S(=O)(=O)Nc2cc(C(F)(F)F)ccc2Cl)c1 (stereo not drawn)	4	-2	8	-7	-17[fluorescence artefact?]	0	13	4	-21
O=C(NCC1CCCN(Cc2ccc3nonc3c2)C1)c1cccc(C(F)(F)F)c1 (stereo not drawn)	-2	-1	-6	-8	-4	-3	4	-2	-4
c1c2c(cc3sc(N4CCOCC4)nc13)OCCO2	-3	-8	23	-15	-7	-22	13	-1	-20
O=C(CCCn1c(=S)[nH]c2ccc(Br)cc2c1=O)NCC1CCCO1 (stereo not drawn)	0	-9	22	-21	-11	-5	22	-2	2
CC(=O)C1=C(O)C(=O)N(CCCn2ccnc2)C1c1ccc(C)cc1 (stereo not drawn)	-2	1	-5	5	13	2	9	-5	-15
C=CCNCc1cccn1-c1ccccc1	-1	4	1	-13	42	-1	-6	-3	5
Cc1ccc(N(Cc2cc3ccc(C)cc3[nH]c2=O)S(C)(=O)=O)c(C)c1	1	6	1	-17	2	2	8	-1	1
CCOc1ccc(NC(=O)CN2CC(c3ccccc3)CC2=O)cc1 (stereo not drawn)	5	1	-1	-4	-2	1	7	-2	-13
COc1ccc(-n2c(Cc3cccn3C)nnc2SCC(=O)Nc2nccs2)cc1	6	1	8	-18	1	2	14	-2	-4
CCCCNC(=S)NNC(=O)c1csc(CC)c1	1	-3	0	-7	-18	-2	10	-3	-18
COc1ccc(CCNC(=O)CCn2c(SCC(=O)N3CCCC3)nc3ccccc3c2=O)cc1OC	0	0	0	·	7	5	5	3	5
CN1CCN(CC(=O)Nc2ccccc2[N+](=O)[O-])CC1	4	-10	-2	-5	-1[fluorescence artefact?]	4	10	5	-1
Cn1c(=O)c(C(=O)c2ccccc2)nc2ccccc21	4	-10	1	-17	0	0	7	2	3
Cc1cc(=O)[nH]c(SCC(=O)N2c3ccccc3CC2C)n1 (stereo not drawn)	-2	-4	0	9	5	2	-3	-2	-7
O=C1CCC(C(=O)NCCCn2ccnc2)N1 (stereo not drawn)	-1	2	2	-3	-5[fluorescence artefact?]	3	5	-2	-14
CC(C)OP(=O)(c1ccc(N(C)C)cc1)C(O)c1ccncc1 (stereo not drawn)	-1	2	2	-18	-11	5	7	1	-16
CC(C)c1nc(C(=O)N2CCCC(CCC(=O)N(C)CCc3ccccn3)C2)cs1 (stereo not drawn)	4	6	-3	-5	-2	4	3	-1	-4
CC12CCC(C(=O)O)(C/C1=N\O)C2(C)C (stereo not drawn)	-1&-3	1&3	-3&-1	1&-32	6&3[fluorescence artefact?]	3&4	8&13	0&-2[fluorescence artefact?]	-10&-8
CCOc1ccc(CCNC(=O)C2CCN(c3nn4c(=O)cc(C)nc4s3)CC2)cc1OCC	-2	-6	2	-10	-5	1	11	-2	-4
CC(C)CNC(=O)COc1ccc(Sc2ccc(OCC(=O)NCC(C)C)cc2)cc1	2	·	8	·	3[fluorescence artefact?]	-1	8	-1[fluorescence artefact?]	-24
CC1(c2ccccc2)CC(C)(C)N2C(=O)Cc3cccc1c32 (stereo not drawn)	5	-3	3	-5	-11	-1	-1	-3	-1
O=[N+]([O-])c1ccc(-c2n(-c3ccccn3)c3ccccc3[n+]2-c2ccccn2)cc1	1	·	-2	·	2	2	2	-10	-1
N#CC(C(=O)NCc1ccccc1)c1nc2ccccc2nc1N1CCCC1 (stereo not drawn)	-1	-109	4	-11	5	6	11	9[fluorescence artefact?]	-37
COc1ccc(CCN=C(N)C(C)c2ccccc2)cc1OC (stereo not drawn)	-1	-12	2	·	1	5	10	2	2
CCc1c(C)nc(SCC(=O)Nc2cccc(Br)c2)[nH]c1=O	1	-10	-8	8	0	1	-4	1	8
O=[N+]([O-])c1ccccc1NCc1ccccc1Cl	5	-31	-5	-9	12	2	-1	3	-13
COc1cc(SC)ccc1C(=O)NCCOc1ccccc1Cl	1	-3	7	-18	-4	-9	8	-1	4
Cc1cc(C(=O)N/N=C/c2cc(Br)cc(Br)c2OC(=O)c2cccc(F)c2)n[nH]1	5	-8	4	-18	-5	4	3	10	-6
Cc1cc(CSc2ccccc2)ccc1NC(=O)c1ccc(CN2CCOCC2)cc1	2	-14	10	-26	7[fluorescence artefact?]	4	16	3	-4
O=C(Nc1ccccc1)c1cc2ccccc2o1	0	-1	-5	-54	-10	-26	4	-2	-8
COCCNC(=S)c1ccc(Br)cc1	-3	3	-5	-10	-8	-2	0	-1	-10
COc1ccc(Cn2c(=O)[nH]c3cc(C(=O)NCCCN4CCCCC4)ccc3c2=O)cc1	-1	4	-5	-10	3	5	6	-4	10
CCCCCCCCCCCCCCCC[n+]1cccc2ccccc21	-3	-1	5	-25	97*[fluorescence artefact?]	-1	2	92*[fluorescence artefact?]	-7
CCOC(=O)c1ccc(NC(=S)NCCC2=CCCCC2)cc1	-2	-4	16	-13	9	0	18	-3	6
Cc1c(NC(=O)c2ccc(S(=O)(=O)N3CC(C)OC(C)C3)cc2)c(=O)n(-c2ccccc2)n1C (stereo not drawn)	3	8	8	-9	-7	4	0	4	-9
O=[N+]([O-])c1cccnc1N1CCN(c2ccc(F)cc2)CC1	-2	-2	-1	-16	-8	0	3	-4	-1
Cc1ccc(NC(=O)CN2CCCN(S(=O)(=O)c3ccc(Br)s3)CC2)cc1	1	-8	3	-10	-9	-4	9	-4	-22
Cc1ccc(S(=O)(=O)Nc2ccc3oc(=O)sc3c2)c(C)c1	-1	16	5	-19	4	1	15	2	1
O=C(O)C1CCCCC1C(=O)Nc1cccc(C(=O)N2CCCCC2)c1 (stereo not drawn)	0	1	-1	-18	3	-1	-7	6	1

Given with two lines to a compound: part of the list above.
Values run as follows: Wee1 stabilizer	Rad51 HR inh	FXIa inh 1536	Mdm2 ligase inh	14-3-3 Bad PPI	p97 ATPase inh	FXIIa inh 1536	eIF4E 4G PPI	hK5 inh
Cc1ccc(NC(=O)CN2CCCN(S(=O)(=O)c3ccc(Br)s3)CC2)cc1
 : 1	-8	3	-10	-9	-4	9	-4	-22
Cc1ccc(S(=O)(=O)Nc2ccc3oc(=O)sc3c2)c(C)c1
 : -1	16	5	-19	4	1	15	2	1

The list goes on:
compound	Wee1 stabilizer	Rad51 HR inh	FXIa inh 1536	Mdm2 ligase inh	14-3-3 Bad PPI	p97 ATPase inh	FXIIa inh 1536	eIF4E 4G PPI	hK5 inh
Cc1ccc(NC(=S)Nc2c(C)n(C)n(-c3ccccc3)c2=O)cc1Cl	1	10	-6	-10	-7	5	-1	-3	-6
CS(=O)(=O)N(Cc1ccc(Cl)cc1)c1ccc(C(=O)NCCSCc2ccco2)cc1	-2	1	2	-13	-2	-2	16	-6	-24
COc1ccc(C(=O)N2CC3(C)C4CCC3(C)C2(C#N)C4)cc1OC (stereo not drawn)	5	-11	-3	-10	2	-1	4	-3	-10
CCc1nnc(NC(=O)CSc2nccn2-c2cc(C)cc(C)c2)s1	0	-1	3	-23	7	2	13	-4	-13
c1ccc2c(-n3cnnn3)cccc2c1	-1	5	0	-7	2	4	9	-4[fluorescence artefact?]	-2
O=C1CC2c3ccccc3C1C1C(=O)N(Cc3ccccc3)C(=O)C21 (stereo not drawn)	1	·	1	-13	-4	9	8	-1	3
COc1ccc(NC(=O)c2cc(-c3cccs3)on2)cc1OC	-2	3	-10	-10	2	2	-26	-8	-3
C=CCNC(=O)c1cccn1-c1ccsc1C(=O)OC	1	-1	-1	-11	-4	-3	11	0	-19
COc1ccc(CC(=O)NCc2nnc(SCCOc3ccccc3)n2C)cc1	1	1	-1	-18	-15[fluorescence artefact?]	-4	-7	0	-27
CCn1c(COc2ccc3c(c2)OCO3)nnc1SCC(=O)c1ccccc1	1	7	-1	-15	-2	-6	3	5	18
